Kir21 block: Kir2.1 (mouse) channel inhibition; HEK293-Kir2.1, FluxOR thallium flux fluorescence; hits give low values; B-score at 10 µM; P35561; 0.85% of 310,000 active;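 active = fluorescence ratio B-score at or below minus 3 SD of library scores, with starting-brightness B-score within 2 SD, cut at about -4.2 in these data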;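 note: channel flux triggered by added potassium and thallium sulfate stimulus; B-score of peak minus minimum fluorescence over baseline after thallium stimulus; more negative B-score means stronger Kir2.1 block with less thallium influx; some compounds called inactive have numbers as strong as hits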
Target sequence (P35561 whole entry, looked up): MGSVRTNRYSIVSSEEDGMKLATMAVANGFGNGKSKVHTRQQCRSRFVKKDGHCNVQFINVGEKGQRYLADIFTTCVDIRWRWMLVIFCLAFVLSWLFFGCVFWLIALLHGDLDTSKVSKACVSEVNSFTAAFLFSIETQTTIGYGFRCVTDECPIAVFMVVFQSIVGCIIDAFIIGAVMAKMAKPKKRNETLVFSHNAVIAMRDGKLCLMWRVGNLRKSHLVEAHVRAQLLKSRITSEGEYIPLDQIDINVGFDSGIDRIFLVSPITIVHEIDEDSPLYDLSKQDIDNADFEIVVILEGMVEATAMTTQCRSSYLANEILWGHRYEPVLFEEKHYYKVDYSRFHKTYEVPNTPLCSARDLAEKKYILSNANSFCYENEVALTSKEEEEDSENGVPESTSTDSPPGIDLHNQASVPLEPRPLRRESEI
CHT inh: human CHT choline transport inhibition | 0.86% of 310,000 active | AID 488975 | CHT-expressing cells, membrane potential dye, choline response; hits give low values | Q9GZV3 | B-score at 10 µM;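 active = B-score over 3 SD under the library average, and starting fluorescence ratio not unusually high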;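 note: choline stimulus applied at its EC90 after an EC20 pre-addition; B-score computed on integrated fluorescence ratio after choline addition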
Target sequence (Q9GZV3 whole entry, looked up): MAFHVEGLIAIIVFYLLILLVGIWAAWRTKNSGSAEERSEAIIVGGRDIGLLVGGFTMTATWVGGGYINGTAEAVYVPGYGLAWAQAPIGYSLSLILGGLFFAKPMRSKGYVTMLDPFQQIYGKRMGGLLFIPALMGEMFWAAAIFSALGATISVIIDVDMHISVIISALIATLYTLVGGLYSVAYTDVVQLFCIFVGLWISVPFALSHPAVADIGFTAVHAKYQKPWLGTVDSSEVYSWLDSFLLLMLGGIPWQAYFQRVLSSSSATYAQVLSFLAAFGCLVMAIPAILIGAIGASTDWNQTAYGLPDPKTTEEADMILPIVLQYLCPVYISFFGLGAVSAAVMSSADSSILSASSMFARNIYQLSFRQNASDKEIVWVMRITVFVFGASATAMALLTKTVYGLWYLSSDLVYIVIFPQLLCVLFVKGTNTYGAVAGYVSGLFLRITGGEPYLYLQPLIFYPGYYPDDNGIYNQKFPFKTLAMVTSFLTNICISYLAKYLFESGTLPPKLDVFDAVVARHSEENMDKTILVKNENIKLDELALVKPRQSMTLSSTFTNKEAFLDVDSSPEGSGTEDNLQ
The depositor's hits bear a star; i = inactive; . = not tested or not shown.

Kir21 block	CHT inh	compound
0.73	i	CC(C)(C)N(NC(=O)Nc1ccc(F)cc1)C(=O)c1ccccc1
1	i	CC(C)NS(=O)(=O)c1ccc(OCC(=O)Nc2ccc3c(c2)OCO3)c(Cl)c1
-0.2	i	COc1ccc(Nc2ccncc2[N+](=O)[O-])cc1
0.18	i	CC(=O)Nc1ccc(C(=O)OCC(=O)/C(C#N)=C(\C)N)cc1
.	i	COC(=O)[C@@]12CCCN1[C@H](c1ccc(-c3ccc(OC)cc3)c(OC)c1)[C@@H]1C(=O)N(C)C(=O)[C@@H]12
1.3	i	O=C(Nc1ncc(Cc2cccc(Cl)c2)s1)c1ccc([N+](=O)[O-])cc1
3.6	i	O=C(/C=C/c1cccc([N+](=O)[O-])c1)Nc1ccc(Cl)cn1
1	i	CCn1c(CC(=O)Nc2ccc(C)cc2)nnc1SCC(=O)N1CCOCC1
1.7	i	O=C1CCC(C(=O)Nc2ccc(Cl)cc2)N1 (stereo not given)
0.19	i	CCOC(=O)C(NC(=O)Nc1ccc(O)cc1)(c1ccccc1)C(F)(F)F (stereo not given)
-1.2	i	CCn1c2ccccc2c2cc(NC(=O)COC(=O)C3CCC(=O)N3)ccc21 (stereo not given)
-0.64	i	CCCCOC(=O)Nc1ccc(OC)cc1S(=O)(=O)N1CCOCC1
-0.6	i	Cn1cccc1Cc1nnc(SCC(=O)Nc2ccc3c(c2)OCCO3)n1CCc1ccccc1
-0.27	i	CC(C)OCCCNc1ncc2c(n1)CC(c1cccs1)CC2=O (stereo not given)
-0.19	i	CC(C)(C)CN1CCN(Cc2cccnc2)CC1CCO (stereo not given)
0.68	i	Clc1cccc(Cc2nn[nH]n2)c1
0.57	i	COC(=O)C1=CN(CC2CCCO2)C=C(C(=O)OC)C1c1ccsc1 (stereo not given)
-0.2	i	O=C(CSc1nnc(Cc2ccccc2)o1)c1cc(F)ccc1F
2	i	COc1ccc(CCNC(=O)[C@H](C)NC(=O)[C@@H]2CSC3c4ccccc4C(=O)N32)cc1 (stereo not given in full)
0.03	i	CC(C)(C)C(=O)NC1CC2CCCC(C1)N2C(=O)Nc1ccccc1Cl (stereo not given)
-1.3	i	CCOC(=O)c1[nH]c(C)c(C(=O)OCC(=O)N2c3ccccc3CC2C)c1C (stereo not given)
1.5	i	COc1nc(OCC#N)nc(N2CCCCC2)n1
-0.36	i	NC(=O)c1oc2ccccc2c1NC(=O)C1CC(=O)N(c2ccccc2)C1 (stereo not given)
0.85	i	COC(=O)C1C(=O)NC(SC)=C(C#N)C1c1ccccc1 (stereo not given)
-0.87	i	CC(C)(C)C(O)(CC#CCN1CCCC1)c1ccccc1 (stereo not given)
2.4	i	O=C(CSc1nc(Nc2ccccc2)nc(N2CCOCC2)n1)NC1CCCCC1
-2	i	CCOC(=O)c1sc(NC(=O)CSc2nnc(Cc3ccccc3)o2)c(C(=O)OCC)c1C
0.37	i	C/C(CS(=O)(=O)c1ccccc1)=N\O
-0.31	i	COc1cccc(NC(=O)C(=O)N2CCOCC2)c1
1.6	i	Nc1cccc(NC(=O)c2cccs2)c1
0.95	i	Cc1cc(NS(=O)(=O)c2ccc(NC(=O)Nc3ccccc3)cc2)no1
0.68	i	CC1C/C(=N/N=C2/NC(=O)CS2)CC(C)(C)C1 (stereo not given)
2.2	i	CCCCN(C(=O)c1cccc(S(=O)(=O)N2CC(C)OC(C)C2)c1)c1c(N)n(CCCC)c(=O)[nH]c1=O (stereo not given)
0.53	i	COc1cccc(CN2C(=O)C3(C(C#N)=C(N)OC4=C3C(=O)CCC4)c3ccccc32)c1 (stereo not given)
0.23	i	COc1ccc([N+](=O)[O-])cc1N(CC(=O)O)S(C)(=O)=O
-0.01	i	Cc1c(C(=O)Oc2ccc(F)cc2)sc2ncn(Cc3cccc(F)c3)c(=O)c12
2.5	i	CC1(c2ccc3c(c2)OCO3)NC(=O)N(CC(=O)c2ccc[nH]2)C1=O (stereo not given)
1.3	i	COc1cccc(NC(=O)COC(=O)Cc2ccccc2[N+](=O)[O-])c1
-1.4	i	Cc1ccc(OCCOCCN2CCCC2)c(Br)c1
0.06	i	Cn1c(=O)c2c(-c3ccc(OC(F)F)cc3)cc(-c3ccccc3)nc2n(C)c1=O
-0.84	i	CC1CCc2[nH]c3ccc(C(=O)N(C)CC(=O)Nc4cccc(F)c4)cc3c2C1 (stereo not given)
-0.51	i	CC(=O)NC1CC2CCCC(C1)N2C(=O)Nc1ccc(Cl)c(C(F)(F)F)c1 (stereo not given)
0.5	i	COc1ccccc1N1CCN(Cc2ccc(OC)c3ccccc23)CC1
0.81	i	CN1C(=O)CSc2ccc(NC(=O)N3CCN(c4ccccc4)CC3)cc21
1.3	i	COCc1c(C(=O)OC/C(O)=C(\C#N)c2nc3ccccc3[nH]2)oc2ccccc12
-2.9	i	O=C(CN1CCOCC1)N/N=C/C(Br)=C\c1ccccc1
0.79	i	CCCCOC1(c2ccccc2)NC(=S)NN=C1c1ccccc1 (stereo not given)
0.23	i	COc1ccc(CNC(=O)Cn2cc([N+](=O)[O-])cn2)cc1
3.6	i	CCN(CC)C(=O)C(C)N(C#N)c1nc(Cl)nc(N(C)C)n1 (stereo not given)
-1.9	i	COc1ccc(-n2c(=S)[nH]c3cc(C(=O)Nc4cc(OC)c(OC)c(OC)c4)ccc3c2=O)c(OC)c1

Single records, from the list above. Order of screens: Kir21 block	CHT inh
CCCCOC1(c2ccccc2)NC(=S)NN=C1c1ccccc1 (stereo not given) as listed: 0.79	i
C/C(CS(=O)(=O)c1ccccc1)=N\O as listed: 0.37	i
Cn1c(=O)c2c(-c3ccc(OC(F)F)cc3)cc(-c3ccccc3)nc2n(C)c1=O as listed: 0.06	i
COc1ccc(-n2c(=S)[nH]c3cc(C(=O)Nc4cc(OC)c(OC)c(OC)c4)ccc3c2=O)c(OC)c1 as listed: -1.9	i

Among those listed so far, these contain a Cl atom:
Kir21 block	CHT inh	compound
1	i	CC(C)NS(=O)(=O)c1ccc(OCC(=O)Nc2ccc3c(c2)OCO3)c(Cl)c1
1.3	i	O=C(Nc1ncc(Cc2cccc(Cl)c2)s1)c1ccc([N+](=O)[O-])cc1
3.6	i	O=C(/C=C/c1cccc([N+](=O)[O-])c1)Nc1ccc(Cl)cn1
1.7	i	O=C1CCC(C(=O)Nc2ccc(Cl)cc2)N1 (stereo not given)
0.68	i	Clc1cccc(Cc2nn[nH]n2)c1
0.03	i	CC(C)(C)C(=O)NC1CC2CCCC(C1)N2C(=O)Nc1ccccc1Cl (stereo not given)
-0.51	i	CC(=O)NC1CC2CCCC(C1)N2C(=O)Nc1ccc(Cl)c(C(F)(F)F)c1 (stereo not given)
3.6	i	CCN(CC)C(=O)C(C)N(C#N)c1nc(Cl)nc(N(C)C)n1 (stereo not given)

Further results.
Kir21 block	CHT inh	compound
0.32	i	OC(c1ccc2c(c1)OCO2)c1nccc2ccccc12 (stereo not given)
-0.08	i	CCOC(=O)c1ccc(NC(=O)CC2SC(=NC)N(C)C2=O)cc1 (stereo not given)
-0.29	i	CCN1CCN(CC(=O)N2N=C(c3cccs3)CC2c2ccc(F)cc2)C(=O)C1=O (stereo not given)
-1.1	i	O=C1C=C(NC2=CC3OC(c4ccccc4)OCC3OC2=O)CCC1 (stereo not given)
-0.01	i	COc1ccc(C(=O)N2CCC(n3nnc4cc(F)ccc43)CC2)cc1OC
-1.1	i	COc1cccc(NC(=O)CN(C)S(=O)(=O)c2ccc3c(c2)CCC(=O)N3)c1
0.23	i	COc1ccc(N(C(=O)CNC(=O)c2cccs2)C(C(=O)NC2CCCC2)c2ccncc2)cc1 (stereo not given)
0.05	i	Cc1cc(Cl)c2ccc3ccccc3c2n1
-0.28	i	O=C(NCc1ccc(Cl)cc1)C1CCN(S(=O)(=O)c2ccc(N3CCCC3=O)cc2)CC1
1.3	i	COc1ccc(C(=O)CCNc2ccc3c(c2)OCCO3)cc1
-1.8	i	Cc1ccc(NC(=S)NCCC(c2ccccc2)c2ccccc2)c(C)c1
0.57	i	CN(CC(=O)NCc1ccccc1Cl)CC(=O)Nc1cccc(F)c1
-1.2	i	COC(=O)C1=C(C)NC(=S)NC1c1sccc1C (stereo not given)
0.11	i	Cc1ccccc1N1CCN(CCCCN2C(=O)C3CCCN3C2=O)CC1 (stereo not given)
-0.24	i	COc1cc(NC(=S)NCCO)c(OC)cc1Cl
-0.59	i	Cc1c(C)n(CC(O)CN(CCO)CCO)c2ccccc12 (stereo not given)
1.8	i	COc1ccc(Cc2nc3ccc(C(=O)NCCCSC)cc3o2)cc1OC
0.42	i	Cc1ccc(Cl)cc1N1CCN(C(=O)Cc2ccc(-n3c(=O)[nH]c4ccsc4c3=O)cc2)CC1
-3.3	i	Cn1c(SCC(=O)NC2CCCCC2)nnc1-c1cc2ccccc2o1
0.67	i	COc1cc(/C=C2\SC(=S)N(NC(=O)c3ccccc3OC)C2=O)ccc1O
-2.2	i	O=C(Nc1nccs1)c1ccc(Br)c(S(=O)(=O)N2CCOCC2)c1
-0.91	i	CC(=O)Nc1cccc(C2=CC(c3ccco3)n3ncnc3N2)c1 (stereo not given)
-0.97	i	COc1ccc(C2C(C(=O)NCC3CCCO3)CCC(=O)N2c2ccc3c(c2)OCO3)cc1 (stereo not given)
1.7	i	CCCCCCCSc1nsc(N)n1
-0.12	i	Cc1ccc(C(=O)N(CC(=O)Nc2sc(C)c(C)c2C(N)=O)C2CCCC2)cc1
-0.07	i	Cc1cccc(NC(=O)c2oc3ccc(S(=O)(=O)N4CCOCC4)cc3c2C)c1C
-0.96	i	Cc1nn2c(-c3ccccn3)ccnc2c1Br
-1.8	i	COc1ccc2sc(N3C(=O)C4CC=C(C)CC4C3=O)nc2c1 (stereo not given)
0.78	i	CC(=O)Nc1cccc(NC(=O)CSc2nnnn2C(C)C)c1
0.95	i	c1ccc(-c2nc(C3CCCCC3)c3ccccc3n2)cc1
0.32	i	O=C(O)C1CCCCC1C(=O)NCCc1ccccc1 (stereo not given)
-1.5	i	CCc1nc2ccc(C(=O)N3CCN(c4ccccc4F)CC3)cc2nc1CC
-1.3	i	Cc1cc(=O)n2c3ccccc3n(CC(O)CN3CCN(Cc4ccccc4)CC3)c2c1C#N (stereo not given)
-0.86	i	Cc1ccc(CNC(=O)C2CCN(S(=O)(=O)c3cnc[nH]3)CC2)cc1
-0.19	i	CC(=O)N1CCN(Cc2nc3cc(NC(=O)c4ccc(F)cc4)ccc3n2C)CC1
2.1	i	O=c1c2cn[nH]c2[nH]c(=S)n1-c1ccccc1Cl
-0.39	i	CCCCOc1ccc(C(=O)Nc2cccc(C)n2)cc1
-0.3	i	CC(=O)Nc1cccc(NC(=O)Cc2cccs2)c1
0.72	i	COc1cccc(-n2c(C)nc3c(cnn3-c3ccc(Cl)cc3)c2=O)c1
0.36	i	COc1ccc(CC(=O)N2CCCC2)c(OC)c1
2	i	Cc1ccc2cc(CN(C)S(C)(=O)=O)c(=O)[nH]c2c1
0.39	i	CN(C)c1ccc(C(C(=O)NCC2CCCO2)N(Cc2ccccc2)C(=O)c2snc(C(N)=O)c2N)cc1 (stereo not given)
0.47	i	COc1ccc(NC(=O)CN2CCN(S(=O)(=O)c3ccc(Cl)cc3)CC2)cc1
1.1	i	Cc1cc(C)n(CCN(C)c2nc3nonc3nc2NC2CC2)n1
-0.92	i	O=c1c2ccccc2nc(-c2ccccc2)n1Cc1ccccc1
0.09	i	CCCOc1cccc(-c2cc(C(=O)N/N=C/c3cccnc3)c3ccccc3n2)c1
-0.08	i	Cc1cc(/C=C(/C#N)c2cccc(Cl)c2)c(C)n1C
-0.08	i	COc1ccccc1-n1c(-c2cc(-c3ccco3)[nH]n2)n[nH]c1=S
0.47	i	COC(=O)c1c(NC(=O)CC2Sc3ccc(C(F)(F)F)cc3NC2=O)sc(C)c1C (stereo not given)
-5.9*	i	CCCCCCCn1c(=N)n(CC(O)c2ccco2)c2ccccc21 (stereo not given)

(list continues)
Kir21 block	CHT inh	compound
1.1	i	CC(=O)Nc1ccc(/C(C)=N/NS(=O)(=O)c2ccc(C)cc2)cc1
1	i	CCOC(=O)CCCCC(=O)c1[nH]c(=O)[nH]c1CSc1nc(C)cc(C)n1
0.78	i	COCCn1c(=O)[nH]c2cc(C(=O)N3CCN(c4ccccc4)CC3)ccc2c1=O
-1.9	i	Cc1nn(-c2ccccc2)c2sc(C(=O)NCCN3CCOCC3)cc12
1.8	i	Cc1cc(=O)oc(C)c1C(=O)NCCCN1CCN(c2ccc(F)cc2)CC1
-0.28	i	O=C(CCNc1n[nH]c(=O)[nH]c1=O)N/N=C/c1ccc(Cl)cc1
-0.09	i	COc1ccccc1NC(=O)CSc1nnc(C2CCCCC2)n1C
0.02	i	Cc1ccc(N=C2NC(=O)/C(=C\c3ccco3)S2)cc1
-0.24	i	COc1ccccc1N(CC(=O)NC(C)(C)C)S(=O)(=O)c1cccs1
-2.1	i	CCCOC(=O)CCCCCCCCC(O)CN1CCCCC1 (stereo not given)
0.07	i	CC1CCN(Cc2nnnn2CCCC(=O)NCCN2CCOCC2)CC1
-0.35	i	CN(c1nc(-c2ccc(Br)cc2)cs1)C1CCS(=O)(=O)C1 (stereo not given)
-2.5	i	O=c1[nH]c2ccc(S(=O)(=O)NCc3ccccn3)cc2s1
-1.6	i	CC(C)CCN(C(=O)Nc1ccccc1)C(C)c1cccs1 (stereo not given)
